EWS-Fli inh – inhibitors of EWS/Fli oncoprotein transcriptional activity; A673 NR0B1-luciferase reporter, viability-normalised; inhibition, % at 12.6 µM; 350,000 compounds, 0.67% hits; AID 651661;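 active means mean inhibition of at least 50% after viability correction, with every replicate also passing that limit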;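 further: firefly luciferase signal divided by Alamar Blue viability fluorescence both relative to DMSO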
PAX8 inh HTS – PAX8 transcriptional activity inhibition; AID 652154; RMG-I TPO-luciferase reporter, SteadyGlo, 24 h; inhibition, % at 12.6 µM; 360,000 compounds, 1.2% hits;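 active means mean replicate inhibition at least 60% with every replicate also reaching 60%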;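 further: luciferase light reporting Pax8 driven TPO promoter activity; plate controls were median of neutral control wells for no effect and mitoxantrone controls for full effect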
PGC1a acetyl inh – modulators of PGC1a acetylation. U2OS PGC1a acetylation, AlphaScreen anti-acetyl-lysine; with virally co-expressed GCN5 acetyltransferase. inhibition, % at 15.6 µM. 350,000 compounds, 0.17% hits;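 active means every replicate shows inhibition of at least 40%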;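 further: 0% = neutral control wells and 100% = positive control wells; some results beyond the cut were filed as inactive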
S100A4 inh HTS – inhibitors of human S100A4 binding to myosin IIA peptide; S100A4/TAMRA-MyoIIA peptide fluorescence polarization; inhibition, % at 10.7 µM; 360,000 compounds, 0.14% hits; P26447;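 active means mean inhibition of at least 70% across replicates, with every replicate also reaching that level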
Target sequence (P26447 whole entry, looked up): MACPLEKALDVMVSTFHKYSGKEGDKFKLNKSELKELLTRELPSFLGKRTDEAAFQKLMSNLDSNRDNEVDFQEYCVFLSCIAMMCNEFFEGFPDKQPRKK
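Material: S100A4 monomer (human). Medium: Calcium-containing HEPES buffer, pH 7.2. Probe or stimulus: labelled myosin peptide probe, 5 nM. Compound dosing: one concentration per compound. Timing: polarization read 5 min after assay mix addition, stable 5–60 min. Benchmarks: DMSO as neutral control, TFP as positive control.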
ERAP1 HTS inh – inhibitors of human ERAP1 aminopeptidase | inhibition, % at 10.7 µM | recombinant ERAP1, Leu-AMC fluorescence, 60 min | Q9NZ08 | 340,000 compounds, 0.15% hits;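 active means mean replicate inhibition of at least 30%, or all replicates individually reaching that 30% level; inactive means mean below 30% and not every replicate reaching it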;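 further: 0% = neutral control wells and 100% = L-leucinethiol positive control wells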
LGR2 inh – Drosophila LGR2 receptor signaling inhibition | HEK293 LGR2, CRE-luciferase, bursicon-stimulated, 4 h | inhibition, % at 9.99 µM | 380,000 compounds, 0.35% hits;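 active means drop in luminescence signal, shown as inhibition above about 50% in the replicate tests, limit read from the data, passing the limit was not always enough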;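 further: agonist challenge used bursicon conditioned medium at about half maximal strength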
FN deposit inh – fibronectin deposition inhibition; inhibition, % at 12.6 µM; AH1F fibroblasts, Alexa488-fibronectin deposition fluorescence, overnight; 350,000 compounds, 0.086% hits; AID 743247;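 active means mean inhibition across replicates of 30% or more, regardless of how many single replicates reach that level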;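 further: positive control wells lacked labelled fibronectin entirely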
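Material: AH1F fibroblast monolayer depositing Alexa488-labelled fibronectin into matrix / Amount: 10000 AH1F cells per well / Signal: fluorescence 485/525 nm / Medium: DMEM, 2% serum / Compound: single dose, pinned / Incubation: 1 h cell adhesion before compound, then overnight fibronectin incubation / Reagent: Alexa488-FN, 24 nM final / Read-out: inhibition of fibronectin deposition signal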
PglD inh – blocks C. jejuni PglD acetyltransferase activity | purified PglD enzyme, DTNB colorimetric CoA detection | inhibition, % at 12.5 µM | 360,000 compounds, 0.098% hits | AID 602405; in the data active means inhibition above about 16%, passing the limit was not always enough; further: strong numbers were not always called active
Numbers without * were called inactive; i = inactive; / = no result given. Compounds were not picked by outcome; about 2.1% have a hit in one of these screens.

Molecule	EWS-Fli inh	PAX8 inh HTS	PGC1a acetyl inh	S100A4 inh HTS	ERAP1 HTS inh	LGR2 inh	FN deposit inh	PglD inh
CCOC(=O)Cn1ncc2c(=O)oc3ccccc3c21	/	4	0	/	/	/	6	-7
CC(C)C(=O)Nc1ccc2c(c1)C(=O)N(C)[C@H]1CC[C@@H](CC(=O)O)O[C@@H]1CO2	4	-2	0	-2	0	4	4	-1
CCOc1cc(/C=C2\SC(=N)N(c3nonc3N)C2=O)ccc1OCC(N)=O	/	-9	1	/	/	7	-7	-2
Cc1ccccc1NC(=O)Cc1nnc(SCC(=O)NC2=NCCS2)n1C	3	0	/	-4	2	-5	4	3
NC(=O)c1cc2ccc(O)cc2oc1=NCc1ccccc1	-4	/	9	-2	i	-33	/	4
COc1cccc(CNC(=O)C[C@@H]2C=C[C@H](NC(=O)C3CC3)[C@H](CO)O2)c1	5	10	-15	-4	-1	-2	3	3
O=C(O)CCC(=O)Nc1ccc(/C=C/C(=O)C2CC2)cc1	-1	8	1	12	1	9	3	/
CCC(=O)N[C@H]1C=C[C@H](CC(=O)NCc2ccc(OC)cc2)O[C@@H]1CO	2	0	-13	1	1	3	-2	-1
Cc1ccc(S(=O)(=O)Nc2ccc3c(c2)C(=O)N([C@@H](C)CO)C[C@H](C)[C@H](CN(C)S(=O)(=O)c2ccc(C)cc2)O3)cc1	-2	4	-5	-1	1	7	/	3
COc1ccc(OC)c(CCNC(=O)CCc2cn(C)c3ccccc23)c1	-7	3	-12	0	3	-8	1	-3
O=C(Nc1cccc(Cl)c1)OCc1cn(-c2ccccc2)nn1	8	-20	-1	-5	3	-5	-4	-4
O=C(CSc1ccc(-c2ccncc2)nn1)c1ccc(Cl)cc1	10	-5	15	-2	0	11	2	/
COc1cc(F)ccc1-c1csc(C(C)(NC(C)=O)c2ccccc2)n1 (centres undefined)	-7	-7	/	-5	0	-4	2	4
COC(=O)c1c(C(=O)OC)c2c(-c3ccccc3)cc3cccc1n32	-20	/	-12	-5	-5	10	1	-3
CCC(=O)Nc1ccc2c(c1)OC[C@H](C)N(C(=O)CN1CCOCC1)C[C@H](C)[C@H](OC)CN(C)C2=O	-5	3	/	6	0	9	-14	-5
O=C(Cc1ccccc1)N1CC2(C1)[C@H](c1ccccc1)[C@@H](CO)N2S(=O)(=O)Cc1ccccc1	4	3	-5	11	-5	1	/	/
CCOc1ccc(S(=O)(=O)N2CCOCC2)cc1NC(=O)CSCC(=O)Nc1ccc(C)cc1	/	8	/	2	-5	7	/	2
CC(=O)N1CCc2c(sc(NC(=O)CN3C(=O)c4ccccc4C3=O)c2C(N)=O)C1	-6	-13	11	8	-1	3	-1	-5
O=C(CSc1nc2ccccc2c(=O)n1-c1ccc(F)cc1)Nc1ccc(Cl)c(S(=O)(=O)N2CCOCC2)c1	12	31	/	16	-2	-2	0	/
CCc1sc(C(=O)N2CCN(C(=O)c3ccccc3)CC2)cc1C	5	20	-1	-4	0	-8	7	-5
COc1ccc(-c2nc3ccccc3c(=O)n2NC(=O)c2cccnc2Cl)cc1OC	15	-2	-3	2	0	-3	-17	/
O=C(N/N=C/c1cc2ccccc2nc1Cl)c1ccncc1	-5	-7	9	-5	3	0	-2	-2
C/C(=N\Nc1ccc(F)cc1)c1ccc(N2CCOCC2)c(F)c1	9	5	-14	9	2	-13	-2	1
COc1ccc(NC(=O)NC(C)c2ccccc2)cc1 (centres undefined)	/	-2	/	2	1	0	0	-3
O=C(c1cc(-c2ccncc2)nc2ccccc12)N1CCN(c2ncccn2)CC1	1	19	18	0	2	2	1	/
Fc1ccc(CNC(=S)Nc2cccc(Cl)c2)cc1	/	2	2	/	/	-13	7	-7
COc1ccc(S(=O)(=O)NN(C)c2nc(C(F)(F)F)nc3ccccc23)cc1	-11	9	/	-5	2	-4	-12	/
COc1cc(/C=C(\C#N)C(=O)N2CCOCC2)cc(Br)c1O	7	-7	7	-2	6	38	-8	1
C=C(C)COc1ccc2c(C)c(CCC(=O)N3C[C@H]4C[C@@H](C3)c3cccc(=O)n3C4)c(=O)oc2c1	0	/	16	-2	0	17	/	2
CO[C@H]1CC[C@@H]2CCOc3c(C#N)cccc3C(=O)N(C)C[C@H](c3ccccc3)CC(=O)N(C)C[C@@H]1O2	-13	1	-11	-6	3	3	6	0
Cc1nn(C)c(C(=O)Nc2ccn(Cc3ccccc3F)n2)c1[N+](=O)[O-]	/	/	6	/	/	5	-1	-6
CC(=O)Nc1ccc(S(=O)(=O)NC(C)CCc2ccccc2)cc1 (centres undefined)	-2	35	0	2	/	2	-1	-2
COc1ccc(C(=O)CSc2nc3ccccc3n2CC(=O)NC(C)(C)C)cc1	/	/	/	-1	-1	-7	/	6
COC(=O)CCSc1nccn1Cc1ccccc1	/	/	6	-2	5	2	1	1
O=C(NC(c1ccccc1)c1ccccc1)c1ccc(Br)o1	/	10	-13	/	/	/	5	0
C[C@@H]1CN([C@H](C)CO)C(=O)c2cc(-c3cccc(F)c3)cnc2O[C@H]1CN(C)C	-13	/	1	-14	3	-35	-11	-1
Cc1c(Cl)cccc1NC(=O)CCCN1C(=O)CCC1=O	/	/	-3	/	/	-14	-4	-3
C[C@H]1CN([C@@H](C)CO)C(=O)c2cc(-c3ccc(C#N)cc3)cnc2O[C@H]1CN(C)C(=O)c1cccnc1	-5	-29	-3	38	/	9	-6	4
CN1C(=O)c2cc(NS(C)(=O)=O)ccc2OC[C@H]2O[C@H](CC(=O)N3CCOCC3)CC[C@@H]21	1	-18	/	0	1	-14	-1	-2
O=C(NCc1cccnc1)c1ccc2c(c1)N(Cc1ccccc1)CCS2	-12	-23	-7	4	-6	-26	-2	0
O=C(NN=C1CCN(Cc2ccccc2)CC1)c1ccccc1O	2	12	/	0	2	/	4	/
C[C@@H]1CCCCO[C@H](CN(C)Cc2ccc3c(c2)OCO3)[C@@H](C)CN([C@@H](C)CO)C(=O)c2cc(NS(=O)(=O)c3cccs3)ccc2O1	7	0	-1	/	/	8	/	-1
CCCCN(C(=O)c1ccc(S(=O)(=O)N(C)C)cc1)c1ccccc1	4	2	0	-6	/	1	-2	10
CCOc1cc(/C=N\NC(=O)c2ccc(C)nc2)cc([N+](=O)[O-])c1O	-6	/	9	-5	8	-5	/	-5
CC(C)(CNC(=O)c1ccc(Br)o1)CNC(=O)c1ccc(Br)o1	/	16	/	-1	-3	-9	9	0
COC(=O)Cn1cnc2c(C#N)c3n(c2c1=O)CCCC3	/	/	19	/	/	7	-11	-6
COc1ccc(C(=O)ON=C2C=C(C)C(=O)C(C)=C2)cc1	/	16	-22	/	/	-7	3	0
COC(=O)c1ccc([C@@H]2C[C@H]3CN(Cc4cccnc4)C(=O)[C@]34CCCN24)cc1	-3	9	6	-6	4	-7	/	6
COc1ccccc1C(=O)COC(=O)c1cccs1	6	-45	6	4	0	-76	5	-1
Cc1ccc(S(=O)(=O)Nc2ccc3c(c2)C(=O)N([C@@H](C)CO)C[C@H](C)[C@H](CN(C)Cc2ccc4c(c2)OCO4)O3)cc1	-5	7	4	-4	1	2	/	-2

Remaining list, next part:
Molecule	EWS-Fli inh	PAX8 inh HTS	PGC1a acetyl inh	S100A4 inh HTS	ERAP1 HTS inh	LGR2 inh	FN deposit inh	PglD inh
Cc1nc2ccccc2c(C)c1C(=O)c1ccc(F)cc1	-3	2	-4	-9	1	-21	-9	/
COCCCNC(=O)c1cc(-c2cccnc2)nc2ccc(S(=O)(=O)N3CCCCCC3)cc12	4	5	-1	-2	2	-1	-1	-6
CCCNC(=O)CN1C(=O)COc2ccc(S(=O)(=O)N3CCCCCC3)cc21	/	6	8	1	0	17	3	-1
C[C@@H](C(=O)OCC(=O)c1ccccc1)N1C(=O)C2CCCCC2C1=O (some centres undefined)	-1	2	/	4	2	0	0	8
COc1ccccc1C(=O)N1C[C@@H]2[C@H](c3ccccc31)[C@H](CO)N2C(=O)C1CCOCC1	9	8	7	-7	2	-7	/	-2
CN(C)S(=O)(=O)c1ccc(N2CCCC2)c(C(=O)Nc2ccccc2Br)c1	1	2	/	1	2	7	-10	0
CCn1c(-c2ccc([N+](=O)[O-])cc2)n[nH]c1=S	/	-5	-8	/	/	/	4	11
O=[N+]([O-])c1ccc(OCCCCN2CCCCC2)cc1	/	-9	-13	/	/	8	4	-2
Cc1cccc(NC(=O)c2sc(C)nc2C)c1	/	-135	4	/	/	/	9	2
N#C[C@H]1[C@@H](c2ccc(C3=CCCC3)cc2)[C@@H](CO)N1C(=O)c1cccc(F)c1	8	8	-2	0	2	-5	4	-1
COC(=O)c1c(NC(C)=O)sc(C(=O)Nc2ccccc2)c1C	-30	-119	/	-3	3	/	3	-2
COc1ccc(OCC(=O)Nc2nc3ccc(NC(C)=O)cc3s2)cc1	-4	-2	-5	-1	-1	-30	-9	/
CCC(=O)N(C)C[C@@H]1Oc2cc(C#CC3CC3)ccc2S(=O)(=O)N([C@@H](C)CO)C[C@H]1C	3	/	2	4	1	1	/	-1
CCCC#Cc1ccc([C@@H]2[C@@H](CO)N3C(=O)CN(C(=O)Nc4ccccc4F)C[C@H]23)cc1	17	/	1	9	-1	-10	/	/
COc1ccc(C)cc1S(=O)(=O)N(CC(=O)NCc1ccco1)c1ccc(C)cc1	/	13	/	-3	0	-17	-2	-5
O=C1N=C(N2CCOCC2)S/C1=C\c1ccc(-c2ccccc2Cl)o1	-10	24	/	-3	1	/	-4	0
CCNC(=O)C[C@H]1CC[C@@H]2[C@@H](COc3ccc(NC(=O)c4cccc(OC)c4)cc3C(=O)N2C)O1	-38	-9	1	-1	3	2	3	4
COc1ccc(C=NNC(=O)c2cc(C)oc2C)cc1O	-13	-2	1	-4	-1	-57	2	-1

Screening results deposited in PubChem BioAssay by Broad Institute.
